Source: PubChem BioAssay (several laboratories)
PGE2 EP2 inh – EP2 receptor (human) inhibition | C6 glioma cells expressing human EP2, cAMP TR-FRET; cells stimulated with saturating PGE2 | inhibition, % at 25 µM | 260,000 compounds, 0.52% hits;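 active = percent inhibition above 40 after rounding to a whole number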;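 also: rat C6 glioma host cells with rolipram phosphodiesterase inhibitor present; the protocol text gives 20 µM as final concentration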
Target sequence (P43116 whole entry, looked up): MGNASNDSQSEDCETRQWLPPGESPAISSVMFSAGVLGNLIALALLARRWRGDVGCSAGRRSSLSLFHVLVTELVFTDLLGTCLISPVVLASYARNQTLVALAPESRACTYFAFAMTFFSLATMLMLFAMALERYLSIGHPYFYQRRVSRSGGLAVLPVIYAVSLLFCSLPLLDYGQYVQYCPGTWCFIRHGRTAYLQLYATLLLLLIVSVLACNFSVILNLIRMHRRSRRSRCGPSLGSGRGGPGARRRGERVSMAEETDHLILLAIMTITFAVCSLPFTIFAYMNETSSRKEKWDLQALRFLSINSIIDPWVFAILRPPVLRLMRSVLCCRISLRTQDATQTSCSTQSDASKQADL
FXIa inh 1536 – factor XIa (human) inhibition; P03951; purified FXIa, Boc-Glu-Ala-Arg-AMC fluorogenic substrate; inhibition, % at 5 µM; 220,000 compounds, 0.14% hits; AID 798;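 active = inhibition of at least 40%; inactive = inhibition below 40%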;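 also: fluorescence of freed AMC excited at 355 nm; 0% = enzyme without compound and 100% = no enzyme blank; many of its hits are not listed in these tables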
Wee1 stabilizer – blocks degradation of human Wee1 kinase; P30291; HeLa Luc-Wee1K328M stability, luciferase luminescence; 100% = proteasome inhibitor MG132 effect; reporter increase, % at 5 µM; 220,000 compounds, 1.2% hits; AID 1321;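 active = activation above the mean of all tested compounds plus 3 SD, set per screening run, cut at about 8.8% in these data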;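 also: cells exposed to compound for 20 h before luminescence read; 0% = DMSO alone and 100% = MG132 at 30 µM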
Target sequence (P30291 whole entry K328M): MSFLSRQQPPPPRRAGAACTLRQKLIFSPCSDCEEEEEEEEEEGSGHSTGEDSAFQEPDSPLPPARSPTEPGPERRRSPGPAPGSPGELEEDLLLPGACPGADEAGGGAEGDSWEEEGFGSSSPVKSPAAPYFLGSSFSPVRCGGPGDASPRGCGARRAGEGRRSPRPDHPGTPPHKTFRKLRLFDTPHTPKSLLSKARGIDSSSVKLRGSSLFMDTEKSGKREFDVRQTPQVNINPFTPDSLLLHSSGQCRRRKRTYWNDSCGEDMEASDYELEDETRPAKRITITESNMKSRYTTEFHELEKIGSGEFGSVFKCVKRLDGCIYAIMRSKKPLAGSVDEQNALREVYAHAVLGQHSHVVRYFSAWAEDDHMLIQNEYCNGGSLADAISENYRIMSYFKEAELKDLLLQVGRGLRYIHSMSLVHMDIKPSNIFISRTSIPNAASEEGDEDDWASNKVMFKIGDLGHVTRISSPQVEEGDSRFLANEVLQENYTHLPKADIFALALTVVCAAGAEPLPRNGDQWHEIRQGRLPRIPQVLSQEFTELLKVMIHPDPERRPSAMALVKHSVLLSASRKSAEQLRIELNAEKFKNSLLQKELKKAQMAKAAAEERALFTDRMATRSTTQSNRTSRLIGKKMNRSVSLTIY
TbHK1 inh – blocks Trypanosoma brucei hexokinase 1 activity; recombinant TbHK1, G6PDH-coupled NADH A340; inhibition, % at 10 µM; 220,000 compounds, 0.11% hits; AID 1430;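 active = inhibition of 50% or more in the single-dose primary screen; inactive = inhibition below 50%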
TNF death inh – TNF-alpha cell death inhibition in Jurkat FADD-/- cells. AID 463075. 220,000 compounds, 0.068% hits. activation (protection from cell death), % at 10 µM. Jurkat FADD-/- TNF necroptosis rescue, ATP luminescence, 24 h; 0 = TNF only, 100 = no-TNF cells;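 active = activation, meaning protection from cell death, of at least 50% relative to plate controls; inactive = activation below 50%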;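 also: necroptosis triggered by 40 ng/mL TNF-alpha added together with compound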
CHOP inhibitor – blocks CHOP induction under ER stress; CHO-K1 CHOP-promoter luciferase, tunicamycin-induced, 15-18 h; inhibition, % at 10 µM; 220,000 compounds, 3.8% hits; AID 2732;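 active = compounds that reduced the stress-induced luciferase reporter signal by more than about 70% of percent inhibition, limit read from the data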;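 also: 0% = tunicamycin plus vehicle and 100% = wells without tunicamycin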
L929 necroptosis – blocks zVAD induced death of L929 cells. L929 zVAD necroptosis rescue, ATP luminescence, 24 h; with zVAD 60 µM. viability rescue, % at 10 µM. 220,000 compounds, 0.38% hits;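 active = activation, scaled between plate controls, above about 75%, limit read from the data; inactive = activation under that limit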;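 also: 0% = zVAD with DMSO and 100% = DMSO alone without zVAD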
FXIIa inh 1536 – factor XIIa (human) inhibition; inhibition, % at 5 µM; purified FXIIa, Boc-QGR-AMC fluorogenic substrate, 2 h; 220,000 compounds, 0.3% hits; AID 800; in the data active = inhibition above about 40%;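 also: 0% = enzyme with no compound and 100% = blank without enzyme; many of its hits are not listed in these tables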
PPC-1+TRAIL kill – kills PPC-1 cancer cells in the presence of TRAIL. PPC-1 cells + TRAIL, ATPLite viability luminescence. cell killing (% activity), % at 4 µM. 220,000 compounds, 0.41% hits. AID 1443;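 active = cell killing above 50% in the first pass at 4 µM, then a duplicate retest at 5 µM averaging 50% or more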;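 also: plate controls were cells with TRAIL plus DMSO for no effect and medium-only wells lacking cells for full effect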
* hit, by the source's call; · = not tested or not shown; & = joins results of further samples. This is a subset (hit frequency here may not be typical).

SMILES	PGE2 EP2 inh	FXIa inh 1536	Wee1 stabilizer	TbHK1 inh	TNF death inh	CHOP inhibitor	L929 necroptosis	FXIIa inh 1536	PPC-1+TRAIL kill
C/C(=N\Nc1ccc(C(F)(F)F)cc1[N+](=O)[O-])C1CC1	3	7	1	3	0.9	27	0.3	9	3
O=C(Nc1ccc(S(=O)(=O)NCc2ccccc2)cc1)c1ccc(Br)o1	8	-1	6	0	-2.1	15	-1.2	8	-8
CCOc1ccccc1/C=N\Nc1cnn(Cc2ccccc2)c(=O)c1Cl	6	-3	-1	-24	3.1	61	14	5	·
C=CCSc1nnc(NC(=O)c2cccc(S(=O)(=O)N3CCOCC3)c2)s1	4	3	5	-16	0.1	37	1.2	16	1
O=C(N/N=C/c1ccc(OC(=O)c2cccs2)cc1)c1cccc(F)c1	11	3	5	2	-7.5	-20	-0.2	18	-4
O=C1CC(N2CCN(c3cccc(C(F)(F)F)c3)CC2)C(=O)N1c1ccccc1F (stereo unspecified)	1	0	-2	1	0.8	23	1.6	16	2
CC(C)Oc1ccc(CNCC2(O)CCOC(C)(C)C2)cc1 (stereo unspecified)	5	-5	-1	-2	-1.3	21	-0.1	-3	25
CSC(=O)NC(=O)NC(=O)c1ccc([N+](=O)[O-])cc1	10	-2	1	-2	1.8	-2	-0.1	2	8
CCOc1ccc(NC(=S)N(CCOC)C(C)c2ccco2)cc1 (stereo unspecified)	9	0	-1	6	-1.9	13	-1.0	13	9
O=[N+]([O-])c1ccc(N=Nc2c(Cl)cc(O)cc2Cl)cc1	15	5	4	-12	-26	102*	3.2	11	15
CCOc1c(OC)cccc1C1CC(=O)Nc2cc(OC)c(OC)cc21 (stereo unspecified)	11	4	-2	2	0.6	4	0.5	9	·
Fc1cccc(Cl)c1/C=N/Nc1c(Cl)cncc1Cl	13	13	1	0	-8.4	48	-0.4	12	3
COc1ccc(C(=O)Oc2cc3c4c(c2)C(C)=CC(C)(C)N4C(=O)C3=O)cc1OC	8	7	2	-1	-7.6	-3	2.6	9	17
C=CCN1CCN(C(c2cccc(OC)c2OC)c2nnnn2CCC(C)C)CC1 (stereo unspecified)	15	12	1	-3	1.1	3	0.2	-1	0
CCOc1cc(C(=O)Nc2c(C)ccc3nsnc23)cc(OCC)c1OCC	3	-8	-1	1	-2.2	30	0.3	6	17
CC(C#N)Sc1nnc(Nc2ccccc2)s1 (stereo unspecified)	4	-5	-2	-8	6.9	27	3.7	3	6
CN1/C(=C\C(=O)C[n+]2cccc(Br)c2)C(C)(C)c2ccccc21	2	1	2	-27	-8.4	6	0.6	4	22
COc1cccc(CNc2nc(SC)ncc2CO)c1	8	7	-1	-1	0.4	24	0.1	11	22
O=C(c1coc2ccc(O)c(CN3CCOCC3)c12)C1CC1	7	4	2	-1	1.4	1	1.5	12	1
COc1ccc(/C=N/NC(=O)CCn2c3ccccc3c3ccccc32)cc1OC	10	4	-1	23	1.6	39	1.9	14	17
Cc1noc(C)c1S(=O)(=O)NCC(=O)O	5	-6	3	27	-0.2	58	-0.2	14	9
NC1=NC(=O)C(CC(=O)NCc2ccccc2)S1 (stereo unspecified)	8	-10	-1	-8	1.3	-36	0.1	-2	34
COc1ccc(S(=O)(=O)N2CCOCC2)cc1NC(=O)CN1CCC(Cc2ccccc2)CC1	2	-2	-3	16	3.4	39	0.6	11	14
CC(=O)NCc1ccc(C(=O)CCl)s1	2	2	1	-3	-11	108*	3.3	-2	-1
O=C(COC(=O)CCCOc1ccc(Cl)cc1Cl)NCc1ccccc1	9	-4	-2	-3	1.2	33	1.8	5	-4
O=C(NCCC1=CCCCC1)C1CCN(C(=O)Nc2ccccc2)CC1	5&14	-5	-2	3	-0.7	52	0.1	-2	23
N#Cc1nc(COc2ccccc2)oc1N1CCCCC1	10	-1	0	-7	-0.5	1	0.4	9	0
O=C(COC(=O)c1cc([N+](=O)[O-])ccc1NCCO)c1ccc(Cl)cc1	16	10	3	-8	0.8	23	0.2	17	13
COC(=O)c1cn(CCOc2ccccc2OC)c2ccccc12	10&15	0	-2	18	-3.4	16	-0.5	14	1
CCS(=O)(=O)Nc1ccc(Cc2ccc(NS(=O)(=O)CC)cc2)cc1	7	7	3	-4	0.1	4	-0.6	15	9

The final four compounds of the section above are carried over, then new ones follow.
SMILES	PGE2 EP2 inh	FXIa inh 1536	Wee1 stabilizer	TbHK1 inh	TNF death inh	CHOP inhibitor	L929 necroptosis	FXIIa inh 1536	PPC-1+TRAIL kill
N#Cc1nc(COc2ccccc2)oc1N1CCCCC1	10	-1	0	-7	-0.5	1	0.4	9	0
O=C(COC(=O)c1cc([N+](=O)[O-])ccc1NCCO)c1ccc(Cl)cc1	16	10	3	-8	0.8	23	0.2	17	13
COC(=O)c1cn(CCOc2ccccc2OC)c2ccccc12	10&15	0	-2	18	-3.4	16	-0.5	14	1
CCS(=O)(=O)Nc1ccc(Cc2ccc(NS(=O)(=O)CC)cc2)cc1	7	7	3	-4	0.1	4	-0.6	15	9
COc1ccc(C(=O)CSc2nnc(Cn3nnc4ccccc43)n2C)cc1	8&4	-11	3	-5	0.2	-2	0.5	1	3
COc1cccc(/C=N/n2c(N)c(S(=O)(=O)c3cccs3)c3nc4ccccc4nc32)c1	4	1	3	-15	-7.8	-42	-0.2	14	12
O=C(O)C1CCCCC1C(=O)Nc1ccc(F)c(F)c1 (stereo unspecified)	1	-8	-1	-6	0.4	3	0.6	7	-8
CCn1c(SCC(=O)c2ccc(Cl)cc2)nnc1-c1ccoc1C	20	-2	2	1	0.8	6	-0.3	7	13
O=C(Nc1ccc(S(=O)(=O)N2CCCCC2)cc1)c1cnccn1	5	4	0	-2	-2.6	39	0.1	18	6
O=C(CSc1nc2ccccc2c(=O)n1Cc1ccco1)c1ccccc1	5	-8	3	0	-7.8	56	-0.2	-3	24
COc1ccccc1C(=O)C1CCCN(Cc2cccc3nccnc23)C1 (stereo unspecified)	9	-7	2	-2	2.5	-12	0.6	4	11
CCn1c(SCC(=O)N=Nc2c(O)[nH]c3ccccc23)nnc1-c1ccc(C(C)(C)C)cc1	3	-10	-3	0	1.0	-8	0.8	0	5
O=C(C[n+]1ccsc1)c1ccccc1	6	5	-5	-5	0.4	15	0.5	4	5
COc1ccc(-n2nc(C(=O)NCC(=O)NCc3ccco3)c3ccccc3c2=O)cc1	7	-1	0	-4	0.0	0	-1.0	2	1
Cc1nn(C)c(Cl)c1S(=O)(=O)N[C@@H](c1ccccc1)[C@]1(C)C[C@H]1[C@@H](C)C(=O)Nc1ccc2ccccc2c1	7	4	-2	-4	-2.0	49	-0.3	11	-7
Cc1cccc(N(CC(=O)NC2CCCCC2)C(=O)CCCC(=O)Nc2ccccn2)c1	8&9	16	2	0	1.1	16	0.2	12	21
COc1ccc(OC)c(N2C(=O)C(Cl)=C(N3CCCCC3)C2=O)c1	7	1	0	10	-0.1	17	-0.1	13	11
Cc1ccc(Cc2cncc(O)c2)cc1S(=O)(=O)O	11	-5	0	9	-0.7	13	-0.1	6	-14
C=CCc1ccc(OCCOc2cccc3ccc(C)nc23)c(OC)c1	4	-10	1	-3	-3.3	-16	0.0	16	0
Cc1ccc(C(=O)NCCSc2ccccc2)cc1S(=O)(=O)Nc1ccccc1	7	-5	-1	3	-6.0	52	-0.5	5	7
COc1cc(Cl)cc(NC(=O)CCN2CCN(C)CC2)c1	14	-9	-1	5	1.4	1	0.2	-5	5
COC(=O)c1cc(Cl)c(NC(=O)Cc2ccccc2)cc1OC	3	-7	2	-1	-1.9	-3	1.9	0	-7
CCCCN(C(=O)c1ccc(NC(=O)C(C)C)cc1)c1ccccc1	9	-5	0	3	0.2	13	11	-4	16
Cc1ccc2oc(=O)n(CCOc3ccccc3)c2c1	7	-4	2	0	-2.0	-6	-1.3	7	6
Cc1ccc(C2(C(F)(F)F)NC(=O)N3CCCN=C3S2)cc1 (stereo unspecified)	17	17	3	-3	-1.9	5	-1.2	8	3
Cc1cccc(-n2nc(C)c3c(C(=O)O)cc(-c4cccs4)nc32)c1	12	-3	3	-21	1.0	0	41	2	7
CSc1nc2nccc(-c3ccc(-c4ccccc4)cc3)n2n1	10	12	3	-13	-0.5	31	-0.8	20	0
COCCNc1ccc(N2C(=O)CCCC2=O)cc1[N+](=O)[O-]	5	-4	0	0	-0.4	-26	3.0	5	3
C=C(C)c1cccc(C(C)(C)NC(=O)NCc2ccncc2)c1	7	-4	0	3	0.4	-11	-0.5	6	18
Fc1cccc(Nc2cc(-n3cccn3)ncn2)c1	7	-5	-2	1	-4.1	48	1.6	-5	20
O=C(NCc1ccccc1)C(c1ccc(F)cc1)N(Cc1ccc2c(c1)OCO2)C(=O)Cn1nnc(-c2cccs2)n1 (stereo unspecified)	16	10	1	8	-6.2	20	0.3	16	18
COc1ccc(-c2c[n+]3c(n2-c2ccccc2)SCC3)cc1	10	0	-3	-3	-9.4	-5	-0.7	9	16
CCc1ccc(NC(=O)c2ccccc2Br)cc1	4	1	-1	-4	1.1	6	0.9	6	21
CCOC(=O)Cc1nnc(NC(=O)C23CC4CC(CC(C4)C2)C3)s1	9	3	-1	-11	0.9	3	2.2	5	12
Cc1ccc(N(NC(=O)C(O)(c2ccccc2)c2ccccc2)C(=O)CCl)cc1	6	4	-1	3	-5.5	58	-0.4	12	30
CC(C)(C)c1ccc(-c2n[nH]c(=S)n2/N=C/c2ccncc2)cc1	10	2	3	-4	1.1	-24	2.0	8	10
CCCn1nnnc1NC(=O)c1ccc2ccccc2c1	10	10	1	18	0.8	-5	0.4	14	10
CC(=O)Nc1ccc(C(=O)Cn2nnc3ccccc3c2=O)cc1	8	3	4	-5	0.7	-33	1.7	15	6
Fc1ccc(-c2nnc(-c3ccc(Cl)cc3Cl)o2)cc1	11	-4	-1	-2	0.6	80*	1.1	5	·
C/C(=N\NC(=O)c1ccc(-c2ccccc2)cc1)c1cccc(N)c1	9	-5	4	-2	-1.7	-5	1.4	3	-2
CN(O)/C=C/C(=O)c1ccc(Br)cc1	10	1	1	0	-0.8	22	-0.4	10	15
CCCNC(=O)c1ccccc1C(=O)NC1(C(=O)NCCC)CCCC1	8	2	3	-8	1.9	2	0.1	9	23
CC(=O)N1N=C(N)SC1(C)C	3	-1	-1	-5	0.7	9	0.6	6	12
CN(C)S(=O)(=O)c1cccc(-c2nnc(SCC(=O)NCCCCCC(=O)O)n2-c2ccc(F)cc2)c1	7	1	1	5	-0.1	11	1.4	9	15
CCOC(=O)C1CCN(S(=O)(=O)Cc2ccccc2)C1=O (stereo unspecified)	-4	-1	-4	3	-4.8	-16	-0.5	7	-13
COc1ccc(-c2cnc(SCC(=O)Nc3ccc4c(c3)OCO4)n2Cc2ccco2)cc1	·	3	-1	8	-1.2	41	-0.4	11	7
O=C(CCCOc1ccc(Cl)cc1)Nc1cccc(C(=O)O)c1	8	-3	-2	-1	0.5	-2	1.7	5	21
O=C(COC(=O)CCSc1ccc(Cl)cc1)NCCc1ccccc1	9	8	2	-3	1.2	-6	0.7	8	2
CC1=C(C(=O)Nc2ccccn2)C(c2ccc3c(c2)OCO3)C2=C(CC(C)(C)CC2=O)N1 (stereo unspecified)	4	-5	-3	-13	0.5	7	0.8	1	2
Cn1cccc1/C=C1\SC(=O)N(c2ccccc2)C1=O	6	-5	2	-3	1.7	12	2.2	1	14
CCC(=O)Nc1ccc(S(=O)(=O)Nc2cccc(C)c2)cc1OC	11	2	1	10	0.3	23	0.0	8	20
CC(=O)SCCC(=O)N1C(C)CCCC1C(=O)O (stereo unspecified)	12	-2	3	1	-0.2	-43	-0.1	4	3
